Screens from PubChem BioAssay.
KAT2A inh – qHTS Assay for Inhibitors of GCN5L2; Histone acetyltransferase KAT2A (Homo sapiens), Q92830; GCN5L2 HAT assay, ThioGlo1 CoA-SH fluorescence; Potency, µM (highest dose often 58.9 µM), without a hit: at the highest dose activity change, negative = inhibition, most hits filed as inhibitors; hit rate 0.21% among 390,000
Target sequence (Q92830 whole entry, looked up): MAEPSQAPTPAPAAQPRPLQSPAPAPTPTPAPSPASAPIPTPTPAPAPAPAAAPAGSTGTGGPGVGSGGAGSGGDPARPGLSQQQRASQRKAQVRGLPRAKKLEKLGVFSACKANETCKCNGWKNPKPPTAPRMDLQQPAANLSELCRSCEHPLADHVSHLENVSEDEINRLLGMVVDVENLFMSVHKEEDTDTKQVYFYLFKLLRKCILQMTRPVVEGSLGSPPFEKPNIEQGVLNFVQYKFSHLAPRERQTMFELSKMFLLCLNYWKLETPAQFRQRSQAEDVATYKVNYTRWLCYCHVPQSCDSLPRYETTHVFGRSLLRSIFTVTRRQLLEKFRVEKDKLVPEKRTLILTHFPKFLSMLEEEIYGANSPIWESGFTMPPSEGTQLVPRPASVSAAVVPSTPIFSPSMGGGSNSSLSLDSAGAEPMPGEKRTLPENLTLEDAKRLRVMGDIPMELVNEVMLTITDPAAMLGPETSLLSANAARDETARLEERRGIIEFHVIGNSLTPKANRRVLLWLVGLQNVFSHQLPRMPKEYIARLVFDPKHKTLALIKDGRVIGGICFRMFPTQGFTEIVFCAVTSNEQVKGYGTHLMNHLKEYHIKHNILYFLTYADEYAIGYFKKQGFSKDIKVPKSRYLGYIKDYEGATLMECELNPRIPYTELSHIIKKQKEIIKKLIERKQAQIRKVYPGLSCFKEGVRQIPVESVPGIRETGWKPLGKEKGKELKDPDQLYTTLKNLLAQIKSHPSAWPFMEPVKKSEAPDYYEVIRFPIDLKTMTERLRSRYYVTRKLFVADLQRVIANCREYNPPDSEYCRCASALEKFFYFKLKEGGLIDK
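Free CoA generated was detected with ThioGlo1 (50uM) fluorescence at Ex340nm/Em540nm, read immediately and after 20 min at room temperature. Enzyme, 20 nM in HEPES pH 7.5 buffer, saw compounds 15 min before adding 75uM H3(1-25) peptide and 70uM acetyl-CoA.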
TDP1 cell noCPT – qHTS for Inhibitors of human tyrosyl-DNA phosphodiesterase 1 (TDP1): qHTS in cells in absence of CPT | hit rate 15% among 420,000 | DT40 Tdp1-/- hTDP1 cells, no CPT, ATP luminescence, 48 h | Potency, µM (doses to about 46.2 µM), without a hit: at the highest dose activity change, negative = growth inhibition, most hits filed as inhibitors; note: nearly all actives have a fitted effect of over 55% in size
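Chicken DT40 Tdp1-/- cells stably complemented with human TDP1 were seeded at 400 cells/well with DMSO in place of 20 nM camptothecin. After compound pinning, cells grew at least 48 hr at 37 °C; viability read by CellTiter-Glo luminescence.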
DT40 TDP1 CPT – qHTS for Inhibitors of human tyrosyl-DNA phosphodiesterase 1 (TDP1): qHTS in cells in presence of CPT; chicken DT40 Tdp1-/-;hTDP1 cells + 20 nM CPT, ATP luminescence, 48 h; Potency, µM (top dose mostly 46.2 µM), inactives show at the top dose activity change, negative = growth inhibition, hits mostly inhibitors; hit rate 12% among 420,000; AID 686979, 2013; note: nearly all actives have a fitted effect of over 55% in size
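Chicken DT40 Tdp1-/- cells stably complemented with human TDP1 were seeded at 400 cells/well in medium containing 20 nM camptothecin, exposed to pin-transferred compounds, and grown at 37 °C for at least 48 hr. Viability was read as ATP luminescence.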
* hit, by the source's call; u = inconclusive; x = not tested or not shown; [ ] = another dose, or the depositor's remark. Calls come from the whole dose curve; as a rule, active = well fitted curve in the direction sought with a large enough effect; inconclusive = small, poorly fitted or top-dose-only effect, or another doubt; inactive = no such curve, though single readings can be large; an effect the other way counts as inactive or inconclusive. % is set by controls: 0 for no effect and ±100 for the full control effect; potency is the fitted concentration of half-maximal effect. The list is partial, so the mix of outcomes need not match the whole.

SMILES | KAT2A inh | TDP1 cell noCPT | DT40 TDP1 CPT
CCOC(=O)COc1ccc(/C=C(\C#N)c2nc3ccc(C)cc3[nH]2)cc1OC | -13% | u | u
Cc1ccccc1NC(=S)Nc1ccc2[nH]c(=O)[nH]c2c1 | -1% | 15% | -6%
COc1ccc(C(=O)NCC(=O)OCC(=O)Nc2sccc2C#N)cc1OC | -1% | -6% | -13%
O=C(Nc1cccc(-c2csc(Nc3ccccc3)n2)c1)c1ccccc1 | -25% | 21µM* | u
CCCOc1c(Br)cc(C(=O)NCC)cc1OC | -3% | -5% | -2%
CCCCN(CC)CCNC(=O)c1cc2c(=O)n(C)c3ccccc3c2n1C | -2% | 15µM* | 18µM*
COc1ccc(CNC(=O)CN(CC2CCCO2)C(=O)CNS(=O)(=O)c2ccc(C)cc2)cc1 (centres undefined) | 3% | -21% | 1%
CCN(CC)C(=O)CN1C(=O)C(=O)c2ccccc21 | 1% | 0% | -13%
CCCCC(CC)CNC(=O)CN(C)S(=O)(=O)c1ccc2c(c1)c(=O)n(C)c(=O)n2C (centres undefined) | -2% | u | u
Cc1cc2ccccc2n1CCNC(=O)c1ccc(S(=O)(=O)N2CCCCC2)cc1 | -12% | u | -22%
COc1ccc(-n2c(=O)c3ccccc3n(Cc3ccccc3C)c2=O)c(OC)c1 | -10% | u | 21µM*
N#Cc1cnn(-c2cc(Cl)ccc2Cl)c1N | x | -18% | -9%
N#Cc1cccc(-c2nc(NCCN3CCOCC3)c3ccccc3n2)c1 | -14% | u | u
CCCCCCC(=O)N/N=C(\C)Cc1ccccc1 | -5% | 12% | -10%
O=C(Nc1ccc2nc(SCC(=O)N3CCCC3)sc2c1)c1ccccc1F | -18% | 16µM* | 16µM*

Some of these compounds in order of molar mass, high to low:
SMILES | KAT2A inh | TDP1 cell noCPT | DT40 TDP1 CPT
COc1ccc(CNC(=O)CN(CC2CCCO2)C(=O)CNS(=O)(=O)c2ccc(C)cc2)cc1 (centres undefined) | 3% | -21% | 1%
CCCCC(CC)CNC(=O)CN(C)S(=O)(=O)c1ccc2c(c1)c(=O)n(C)c(=O)n2C (centres undefined) | -2% | u | u
Cc1cc2ccccc2n1CCNC(=O)c1ccc(S(=O)(=O)N2CCCCC2)cc1 | -12% | u | -22%
O=C(Nc1ccc2nc(SCC(=O)N3CCCC3)sc2c1)c1ccccc1F | -18% | 16µM* | 16µM*
COc1ccc(C(=O)NCC(=O)OCC(=O)Nc2sccc2C#N)cc1OC | -1% | -6% | -13%
COc1ccc(-n2c(=O)c3ccccc3n(Cc3ccccc3C)c2=O)c(OC)c1 | -10% | u | 21µM*
CCOC(=O)COc1ccc(/C=C(\C#N)c2nc3ccc(C)cc3[nH]2)cc1OC | -13% | u | u
CCCCN(CC)CCNC(=O)c1cc2c(=O)n(C)c3ccccc3c2n1C | -2% | 15µM* | 18µM*
O=C(Nc1cccc(-c2csc(Nc3ccccc3)n2)c1)c1ccccc1 | -25% | 21µM* | u
N#Cc1cccc(-c2nc(NCCN3CCOCC3)c3ccccc3n2)c1 | -14% | u | u
CCCOc1c(Br)cc(C(=O)NCC)cc1OC | -3% | -5% | -2%
Cc1ccccc1NC(=S)Nc1ccc2[nH]c(=O)[nH]c2c1 | -1% | 15% | -6%
CCN(CC)C(=O)CN1C(=O)C(=O)c2ccccc21 | 1% | 0% | -13%
N#Cc1cnn(-c2cc(Cl)ccc2Cl)c1N | x | -18% | -9%

Continuation.
SMILES | KAT2A inh | TDP1 cell noCPT | DT40 TDP1 CPT
COCCNC(=O)C(c1ccc(C)cc1)N(C(=O)CCC(=O)Nc1ccccn1)c1ccc(F)cc1 (centres undefined) | 2% | -25% | -1%
CC(C)c1ccc(NC(=O)[C@@H](C)NC(=O)[C@@H]2Cc3ccccc3CN2)cc1 | -3% | u | -8%
NC(=O)c1ccsc1NC(=O)COC(=O)CNC(=O)c1ccc(Cl)cc1 | -1% | -4% | 3%
Nc1nccnc1C(=O)OCC(=O)c1ccc[nH]1 | -6% | -5% | -4%
Cc1cnc(C(=O)N2CCOc3ccc(CN4CCCC(C(=O)c5cccnc5)C4)cc3C2)[nH]1 (centres undefined) | x | u | -10%[9.04 µM]
CCN(CC)c1ccc(CNc2nc3ccccc3n2CC)cc1 | -25% | u | u
NS(=O)(=O)c1ccc(NC(=O)COC(=O)c2cc(Cl)ccc2[N+](=O)[O-])cc1 | -10% | -9% | -7%
O=C(COC(=O)c1c[nH]c2ccccc12)Nc1ccccc1 | -4% | -29% | 1%
Cc1occc1C(=O)NCc1cccc(CNC(=O)c2ccoc2C)c1 | -10% | u | -11%
COC(=O)c1ccc(CNC(=O)C(C)N=C2NS(=O)(=O)c3ccccc32)cc1 (centres undefined) | -7% | u | 17%
Cc1cc(C)c2c(=N)c3ccccc3n(CCCCCCCCn3c4ccccc4c(=N)c4c(C)cc(C)nc43)c2n1 | x | u | 10µM*
Cc1nn(C(=O)c2cccc(F)c2)c(C)c1S(=O)(=O)N1CCOCC1 | 1% | -15% | -16%
Cc1nn(S(=O)(=O)c2ccc(F)cc2)c(C)c1S(=O)(=O)N1CCCCCC1 | -4% | 2% | 9%
O=C(NCCc1ccc(Cl)cc1)C(=O)NCC(c1ccc2c(c1)OCO2)N1CCOCC1 (centres undefined) | -9% | -20% | -19%
COc1ccc(OC)c(CCNC(=O)C2CCN(c3nnc(-n4cccc4)s3)CC2)c1 | -18% | u | u
Cn1c(C(=O)OCC(=O)NCCc2ccccc2)cc2sccc21 | -6% | -10% | -28%
CSc1ccc(CN2CCN(S(=O)(=O)Cc3ccccc3)CC2)cc1 | -28% | u | u
Cc1nc(C)n(CCNS(=O)(=O)c2ccccc2)n1 | 1% | 14% | 5%
O=c1c2ccccc2c(-c2ccccc2)nn1-c1ccccc1 | 2% | u | u
COC(=O)/C(=N/Nc1ccccc1Cl)Sc1nnc(C(O)c2ccccc2)n1-c1ccccc1 (centres undefined) | -6% | -14% | 3%
O=C(NC(=S)Nc1ccc(Cl)c(C(=O)O)c1)c1ccc(OCc2ccccc2)cc1 | -27% | -17% | -2%
CCCN(CCC)Cc1c(C(=O)N/N=C/c2c[nH]c3ccccc23)nnn1-c1nonc1N | -18% | -6% | -20%
COc1cc(C2CC(=O)Oc3c(C(CCN4CCOCC4)c4ccc(N(C)C)cc4)c(OC)cc(OC)c32)cc(OC)c1OC (centres undefined) | 1% | -9% | u
Cc1oc(-c2ccoc2)nc1CN(Cc1ccccc1)CC1CC1 | 2% | -1% | -8%
Cc1nn2c(=O)cc(COC(=O)c3ccccc3NC(=O)C3CCCCC3)nc2s1 | 9% | 1% | 7%
COc1cccc(Nc2nc3ccccc3c(=O)[nH]2)c1 | -15% | -30% | -20%
Cc1ccc(S(=O)(=O)c2cc3c(=O)n4cccc(C)c4nc3n(Cc3ccncc3)c2=N)cc1 | -10% | 7% | u
Cc1onc(-c2c(Cl)cccc2Cl)c1NC(=O)NNc1ccccc1 | 1% | u | 1%
CC1=C(C(=O)NCc2ccc(C)cc2)C2(CCCCC2)OC1=O | -1% | u | 5%
CN(CCNC(=O)CCCOc1cc(=O)n(C)c2ccccc12)Cc1ccccc1 | -6% | 10% | -17%
CCOc1ncccc1C(=O)Nc1ccc(OC)c(S(=O)(=O)N2CCOCC2)c1 | -1% | -2% | -16%
COCc1ccc(C(=O)NC2CCSc3ccccc32)cc1 (centres undefined) | -3% | u | -8%
CCc1nnc(NC(=O)c2sc3nc4cc(C)ccc4cc3c2N)s1 | -18% | 2.9µM* | 2.6µM*
COc1cccc(CC2(CO)CCN(Cc3cnc(N4CCOCC4)s3)CC2)c1 | -9% | -16% | -10%
CC(=O)Nc1cncc(-c2cccc(N(C)C)c2)n1 | x | 0% | -10%
CCC(CO)Oc1cc(NCc2cccc(C(F)(F)F)c2)c2ncn(C(C)C)c2c1 (centres undefined) | 0% | u | 16µM*
COC(=O)c1cc(C(=O)OCC(=O)NC(=O)NCc2ccccc2)cc([N+](=O)[O-])c1 | -11% | 17% | -1%
COc1cccc(-n2c(=O)c3c(C)c(C)sc3n(Cc3ccccc3C#N)c2=O)c1 | -1% | -19% | 6%
CCOc1ccc2oc(C(=O)OCC(=O)N(CC(C)C)c3c(N)n(Cc4ccccc4)c(=O)[nH]c3=O)c(C)c2c1 | x | u | u
COc1ccc(S(=O)(=O)N2CCN(C(=O)CC(C)C)CC2)cc1 | 0% | 2% | 11%
CCn1cnc2c1c(=O)n(CC(=O)OC)c(=O)n2Cc1ccccc1 | 19% | 18% | -17%
COc1ccc(/C=C2/C(=O)N(CC3CCCO3)C(=S)N2C)c(OC)c1 (centres undefined) | 2% | u | u
CCOC(=O)CSc1nc(N)c(C#N)c(-c2cccs2)c1C#N | -3% | u | -26%
O=C(NCCS(=O)(=O)NCc1ccccc1Cl)c1ccc2c(c1)OCO2 | -1% | -27% | -8%
Cc1ccc(CN2CCSc3ccc(C(=O)N4CCN(c5ccc(Cl)cc5)CC4)cc32)cc1 | -2% | 21µM* | 15µM*
Cc1ccc(C(=O)Nc2ccc3[nH]c(=O)c(=O)[nH]c3c2)cc1 | -4% | 2% | 26%
CC(=O)c1ccc(NC(=O)c2ccccc2-c2ccccc2C(=O)O)cc1 | -1% | -3% | -13%
Cc1cc(NC(=O)N2CCC(CN3CCCCCC3)CC2)ccc1Br | 3% | u | u
CCC(=O)Nc1ccc(NCc2ccc(-c3ccccc3)cc2)cc1 | -6% | u | -7%
C=CCN(CC=C)c1ccc(N2C(=O)C3CCCCC3C2=O)cc1[N+](=O)[O-] (centres undefined) | 3% | u | -13%
O=c1c2ccccc2nc(-c2cccc(Cl)c2)n1O | -13% | u | u
CCOC(=O)C1CCN(C(=O)/C=C/c2ccc(OC)cc2)CC1 | 0% | -21% | -6%
CCN(CC)S(=O)(=O)c1ccc(N2CCOCC2)c(NC(=O)c2nn(C)c(=O)c3ccccc23)c1 | x | -1% | -11%
CCC(=Cc1ccccc1O)c1ccncc1 | x | -25% | -2%
Nc1nnc(SCCCC(=O)c2ccc(F)cc2)s1 | 0% | u | u
Cc1cc(C)cc(N=C2NC(=O)CS2)c1 | -1% | 6% | 32%[activator]
CCOC(=O)c1sc(NC(=O)CSc2nnc(Cc3ccccc3)o2)c(C#N)c1C | u | 16µM* | 12µM*
CCOC(=O)C1(Cc2ccccc2Cl)CCN(C(=O)CN2CCOC2=O)CC1 | -20% | -7% | -23%
Cc1ccc(CN(Cc2ccco2)c2cnc(S(C)(=O)=O)nc2C(=O)Nc2ccccc2Br)o1 | -9% | 8.2µM* | 9.2µM*
CC1CN(S(=O)(=O)c2ccc(C(=O)N(C)C3CCCCC3)cc2)CC(C)O1 (centres undefined) | 0% | u | -24%
Next part:
SMILES | KAT2A inh | TDP1 cell noCPT | DT40 TDP1 CPT
O=C(O)c1cc(-c2ccco2)[nH]n1 | 2% | -2% | -15%
CCC(c1nnnn1C(C)(C)CC)N(CCCN1CCOCC1)Cc1cc2cccc(C)c2[nH]c1=O (centres undefined) | -3% | u | 14µM*
CC(C)NC(=O)COc1ccc2c(c1)C(=O)CC(C)(C)O2 | -21% | -9% | -2%
Cc1ccc(C(=O)N/C(=C\c2ccco2)C(=O)NCC2CCCO2)cc1C (centres undefined) | -7% | -2% | -1%
CCC(=O)N1CCN(c2ccccc2NC(=S)NC(=O)c2cccc([N+](=O)[O-])c2)CC1 | -11% | u | u
O=C(COC(=O)[C@@H]1CCCN1C(=O)c1cccs1)Nc1cccc(Cl)c1 | -6% | -1% | -18%
CC(NC(=O)Cn1cc(C(F)(F)F)cc(Cl)c1=O)c1ccccc1 (centres undefined) | -3% | -20% | 18%
COc1ccc2[nH]cc(CCNc3cc(-c4ccccc4CN(C)C)ncn3)c2c1 | -1% | -17% | -26%
COc1ccc(OC)c(-n2c(=O)[nH]c3cc(C(=O)NCCc4ccc(OC)c(OC)c4)ccc3c2=O)c1 | -4% | u | -28%
CCOc1ccc(C(=O)NCC(=O)N2CCC3CCCCC3C2)cc1OCC (centres undefined) | -2% | -29% | -3%
